Screens from PubChem BioAssay.
UGM FP inh = Mtb UDP-galactopyranose mutase inhibition; 0.06% of 320,000 active; P9WIQ1; purified UGM, fluorescence polarization probe displacement; inhibition, % at 10 µM; in the data active = inhibition above about 10%, passing the limit was not always enough
Target sequence (P9WIQ1 whole entry, looked up): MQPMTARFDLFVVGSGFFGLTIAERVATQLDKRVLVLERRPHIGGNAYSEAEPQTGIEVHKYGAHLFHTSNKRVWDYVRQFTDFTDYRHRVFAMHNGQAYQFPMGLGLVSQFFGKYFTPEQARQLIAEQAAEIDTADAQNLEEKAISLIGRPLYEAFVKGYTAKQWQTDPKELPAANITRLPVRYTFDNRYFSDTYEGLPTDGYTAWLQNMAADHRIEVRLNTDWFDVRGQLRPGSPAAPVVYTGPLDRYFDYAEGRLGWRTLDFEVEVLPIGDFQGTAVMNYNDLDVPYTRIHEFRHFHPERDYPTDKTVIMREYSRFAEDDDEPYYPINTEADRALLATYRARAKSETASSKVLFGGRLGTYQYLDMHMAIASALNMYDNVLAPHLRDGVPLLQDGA
BioA inh = BioA (M. tuberculosis) enzyme inhibition. purified M. tuberculosis BioA enzyme, plate reader. inhibition, % at 9.99 µM. 0.096% of 360,000 active. AID 602481; in the data active = inhibition above about 40%
MazF activator = MazEF (E. coli) toxin RNase activation | 0.32% of 350,000 active | AID 504720 | P0AE70 | FAM/BHQ RNA-DNA oligo cleavage fluorescence, 5 h | activation, % at 20 µM; in the data active = activation above about 50%
Target sequence (P0AE70 whole entry, looked up): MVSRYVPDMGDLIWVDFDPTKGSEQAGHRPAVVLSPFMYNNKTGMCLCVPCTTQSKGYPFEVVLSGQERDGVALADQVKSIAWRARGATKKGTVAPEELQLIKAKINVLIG
BoNT F protease = inhibitors of Botulinum neurotoxin F light chain protease. Multiplex microsphere protease cleavage assay, flow cytometry. 0.22% of 360,000 active. inhibition, % at 10 µM; in the data active = inhibition above about 35%, passing the limit was not always enough; note: plate controls were buffer without enzyme for full effect and enzyme alone for no effect
FadD28 FP inh = blocks FadD28 binding to the bisubstrate probe. fluorescence polarization. inhibition, % at 12.5 µM. 0.22% of 360,000 active; in the data active = inhibition above about 8.5%, passing the limit was not always enough
Rv3671c inh = inhibitors of M. tuberculosis serine protease Rv3671c; P9WHR9; inhibition, % at 5.96 µM; 0.048% of 320,000 active; in the data active = inhibition above about 38%;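 note: extracellular domain of Rv3671c used as enzyme; 0% = enzyme with DMSO and 100% = no enzyme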
GDH-TPI counter = counter-screen for M. tuberculosis FBA inhibitors: GDH-TPI coupled enzymes | GDH-TPI coupled enzyme counterscreen, NADH absorbance | inhibition, % at 4.8 µM | 1.2% of 360,000 active | AID 588335;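 note: 0% = DMSO wells and 100% = wells lacking the enzyme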
DUSP3 inh = inhibitors of human VHR1 phosphatase (DUSP3). recombinant VHR phosphatase, pNPP absorbance. inhibition, % at 13.3 µM. 0.52% of 290,000 active. AID 1654; in the data active = inhibition above about 50%; note: some compounds called inactive have numbers as strong as hits
Target sequence (P51452 whole entry, looked up): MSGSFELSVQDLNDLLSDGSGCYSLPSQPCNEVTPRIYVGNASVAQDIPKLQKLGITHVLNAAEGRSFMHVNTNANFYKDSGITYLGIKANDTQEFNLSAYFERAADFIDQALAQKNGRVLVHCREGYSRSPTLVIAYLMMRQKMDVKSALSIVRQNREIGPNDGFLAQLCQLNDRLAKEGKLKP
Mtb FBA inh = inhibitors of M. tuberculosis fructose-bisphosphate aldolase. P9WQA3. purified M. tuberculosis FBA, fluorescence read-out. inhibition, % at 1 µM. 2.3% of 360,000 active; in the data active = inhibition above about 27%;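 note: 0% = vehicle and 100% = reference inhibitor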
Target sequence (P9WQA3 whole entry, looked up): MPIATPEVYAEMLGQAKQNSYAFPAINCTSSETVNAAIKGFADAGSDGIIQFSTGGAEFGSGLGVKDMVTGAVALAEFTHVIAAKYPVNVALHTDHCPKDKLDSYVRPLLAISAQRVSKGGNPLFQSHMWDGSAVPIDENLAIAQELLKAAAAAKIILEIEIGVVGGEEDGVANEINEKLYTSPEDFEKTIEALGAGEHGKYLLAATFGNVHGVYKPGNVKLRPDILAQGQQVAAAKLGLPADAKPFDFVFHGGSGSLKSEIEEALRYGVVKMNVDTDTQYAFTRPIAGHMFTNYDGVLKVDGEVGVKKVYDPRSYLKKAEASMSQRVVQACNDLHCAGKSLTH
CCHFV vOTU inh = CCHFV vOTU protease inhibition. Pep-AMC fluorescence. inhibition, % at 11.5 µM. 0.55% of 370,000 active. AID 651958; note: 0% = vehicle wells with enzyme and 100% = no enzyme wells
* marks the source's active call; other numbers are inactive results; · = not tested or not shown; & = joins results of further samples. Cut-off read from the data, not from the text of the source, unless noted: active = inhibition above about 30%; inactive = the rest.

mol,UGM FP inh,BioA inh,MazF activator,BoNT F protease,FadD28 FP inh,Rv3671c inh,GDH-TPI counter,DUSP3 inh,Mtb FBA inh,CCHFV vOTU inh
CCC(C(=O)NCCc1ccccc1OC)n1nc(C)c2c(C)n(-c3ccccc3)nc2c1=O (stereo not drawn),-4.1,6.6,6,-4,-0.2,-2,3,-2,2,-7
O=C(Cc1cccs1)N1CCN=C1SCc1ccc(Br)cc1,0.0,·,-12,-1,-5.8,-2,-6,26,-1,3
Nc1cc2c(cc1[N+](=O)[O-])OCO2,0.0,·,8,-1,-2.5,-14,2,40,-10,11
Cc1nn(-c2ccccc2)cc1C(c1c(N)[nH]c(=S)[nH]c1=O)c1c(N)[nH]c(=S)[nH]c1=O,-0.3,·,-22,11,-3.4,-12,-9,0,0,-3
Cc1cc(OCC(=O)Nc2cc(-c3nn4c(C)nnc4s3)ccc2C)ccc1Cl,-1.6,-2.0,-15,0,-1.7,1,-1,13,-1,21
CCOc1ccc(NC2=NCC(=O)N2CCc2ccccc2)cc1,1.0,0.9,4,-13,-0.6,5,6,21,3,10
CN(C(=O)COC(=O)c1cnc(Cl)c(Cl)c1)C1CCCCC1,1.4,-0.7,6,-9,-1.5,0,3,·,-2,4
CCCC(c1nnnn1Cc1ccco1)N1CCN(c2ccccc2)CC1 (stereo not drawn),-0.5,·,1,-4,-0.4,-1,3,20,-2,6
CCn1c(SCC(=O)NC2CCCCC2)nnc1-c1ccco1,0.8,-1.7,7,5,1.6,4,-3,-30,1,-5
Cc1ccc(NC(=O)COC(=O)c2cccnc2Cl)cc1S(=O)(=O)N1CCCCC1,1.3,·,2,3,-1.5,3,2,18,0,6
COc1ccc(C(=O)C(CCC(CNC(C)(C)C)C(=O)c2ccc(OC)cc2)CNC(C)(C)C)cc1 (stereo not drawn),4.6,·,11,-10,-0.8,0,3,-3,3,3
Cc1nc2ccccc2n1/C(=N\S(=O)(=O)c1ccccc1)c1ccccc1,4.4,·,-5,-1,-2.7,6,0,-4,-1,0
O=[N+]([O-])c1ccc(/C=N/N2CCN(c3ccncc3S(=O)(=O)N3CCCCC3)CC2)cc1,-2.0,·,0,-4,1.2,-1,1,-8,5,1
CC1CC(C)CN(C(=O)COC(=O)CCC(=O)c2cccs2)C1 (stereo not drawn),-3.3,3.2,-16,-3,-1.5,1,9,·,5,-8
Cc1cccc(C(=O)N2CCC(n3nnc4cc(F)ccc43)CC2)c1,-0.9,12,5,-9,-2.8,-5,4,9,0,5
O=C(NCc1cccs1)c1cc(-c2ccccc2)nn1CC1CC(c2cccc([N+](=O)[O-])c2)=NO1 (stereo not drawn),-3.8,-1.7,2,-10,-0.9,2,-3,·,-1,0
CC(=O)c1ccccc1OCc1ccc(S(=O)(=O)Cc2ccccc2)cc1,3.0,-0.6,-1,1,-3.1,-4,3,19,1,2
COc1ccc(C(=O)NCC(c2ccco2)N(C)C)cc1S(=O)(=O)NCc1ccc(Cl)cc1 (stereo not drawn),0.0,-0.7,7,-16,-2.3,-8,-9,·,-1,-10
O=C(C1CCN(S(=O)(=O)c2cccc3cccnc23)CC1)N1CCCC1,-0.3,-0.6,1,-10,0.1,-3,7,13,3,-1
O=C1N[C@H](Cc2ccccc2)COC(=O)[C@@H](Cc2ccc(F)cc2)CC/C=C/C[C@H]1CC(=O)N(CCO)Cc1ccccc1,-4.4,2.0,-2,-5,-3.6,-4,2,·,-2,2
COc1ccc(-c2nc(-c3cccs3)no2)cc1,0.7,·,-2,-5,-2.0,5,9,-16,5,5
O=C(COc1ccccc1)Nc1ccc(Cl)cc1C(=O)c1ccccc1,1.8,-1.9,-4,-7,0.3,2,9,-18,0,-3
CC1=C(CC(=O)O)c2cc(F)ccc2/C1=C/c1ccc(S(C)=O)cc1 (stereo not drawn),-1.2,2.7,-38,-5,1.0,0,17,-16,0,9
COc1cc2[nH]c(=O)c(C(=O)NCCCN3CCOCC3)c(O)c2cc1OC,0.1,·,-17,6,-1.8,3,14,16,39*,-45
CC(=O)Nc1ccc2c(c1)ncn2-c1ccccc1,-1.0,2.5,7,6,-0.2,5,-3,13,-1,0

Full records, looked up by structure.
Listed for CN(C(=O)COC(=O)c1cnc(Cl)c(Cl)c1)C1CCCCC1 → UGM FP inh: 1.4; BioA inh: -0.7; MazF activator: 6; BoNT F protease: -9; FadD28 FP inh: -1.5; Rv3671c inh: 0; GDH-TPI counter: 3; DUSP3 inh: ·; Mtb FBA inh: -2; CCHFV vOTU inh: 4
Listed for COc1ccc(C(=O)NCC(c2ccco2)N(C)C)cc1S(=O)(=O)NCc1ccc(Cl)cc1 (stereo not drawn) → UGM FP inh: 0.0; BioA inh: -0.7; MazF activator: 7; BoNT F protease: -16; FadD28 FP inh: -2.3; Rv3671c inh: -8; GDH-TPI counter: -9; DUSP3 inh: ·; Mtb FBA inh: -1; CCHFV vOTU inh: -10
Listed for CCn1c(SCC(=O)NC2CCCCC2)nnc1-c1ccco1 → UGM FP inh: 0.8; BioA inh: -1.7; MazF activator: 7; BoNT F protease: 5; FadD28 FP inh: 1.6; Rv3671c inh: 4; GDH-TPI counter: -3; DUSP3 inh: -30; Mtb FBA inh: 1; CCHFV vOTU inh: -5

Carrying on.
mol,UGM FP inh,BioA inh,MazF activator,BoNT F protease,FadD28 FP inh,Rv3671c inh,GDH-TPI counter,DUSP3 inh,Mtb FBA inh,CCHFV vOTU inh
CC1(c2cccc(Br)c2)NC(=O)N(CC(=O)NC2CCCCC2)C1=O (stereo not drawn),·,-3.8,-16,-6,0.3,-4,-4,·,4,7
CC(=O)Nc1ccc(S(=O)(=O)NC2(C(F)(F)F)NC(=O)N(c3ccccc3F)C2=O)cc1 (stereo not drawn),-1.0,·,0,0,-3.4,-3,11,19,-2,12
COC(=O)[C@H]1C[C@@]2(O)CN(S(=O)(=O)c3ccc(C)cc3)C[C@@]2(OC(=O)NCC2CCCCC2)C[C@H]1C(=O)OC,·,0.1,5,2,-0.8,·,7,·,-2,6
CCOc1ccc(S(=O)(=O)NCCOC)cc1C,-3.6,-0.6,6,-1,-1.9,3,6,0,2,-3
CCCCn1c(O)c(/C=C/C=C/C=Nc2ccccc2)sc1=S,-1.7,·,13,-4,-0.3,-17,0,4,0,16
CCCCCn1c(=O)[nH]c2cc(C(=O)NCCN(CC)CC)ccc2c1=O,-1.4,1.1,9,-7,-5.5,-1,10,22,11,-17
Cc1cccc(NC(=O)CSc2nc3ccccc3c(=O)n2C)c1,-0.2,1.3,6,-10,-5.2,-8,4,11,-2,1
Cc1ccc(/C=C/C(=O)Nc2cccnc2)o1,2.0,·,8,-6,0.0,-10,17,12,9,-1
COc1nc(N/N=C/c2ccc(C)cc2)nc(N2CCCCC2)n1,0.7,·,-8,-4,-3.4,-6,2,7,-4,13
CCOc1ccccc1NCc1cc(=O)oc2cc(C)ccc12,-0.2,-2.0,0,-3,·,5,12,28,0,5
S=c1[nH]nc(COc2ccccc2)n1/N=C/C=C/c1ccccc1,-0.8,0.6,-7,1,-2.3,-1,4,-1,-4,0
CCCN(CC(=O)Nc1ccccc1C)C(=O)COc1c(C)cccc1C,4.6,-0.6,2,-6,-3.3,-6,13,·,-2,-4
Cc1sc(-c2ccncc2)nc1OC(=O)c1ccc(F)cc1F,0.7,·,11,4,-2.3,19,7,5,0,-2
Cc1ccc(NC(=O)CC(=O)c2ccc([N+](=O)[O-])cc2)cc1S(=O)(=O)Nc1cccc(Cl)c1,1.9,·,-6,0,-0.4,-205,9,35,-3,7
CNc1nc(NCCOC23CC4CC(CC(C4)C2)C3)nc(OCC(F)(F)F)n1,2.1,·,3,-10,-2.5,6,3,43,2,-6
CCOC(=O)c1cccc(NC(=O)/C=C/c2cccc([N+](=O)[O-])c2)c1,-1.9,-1.0,-2,2,-4.4,-12,5,20,-2,12
CCC(CC)C(=O)Nc1ccccc1-n1cccc1,1.9,-2.8,0,0,1.1,2,-6,16,-3,3
C1CCC(Nc2nc3nonc3nc2N2CCSCC2)C1,-0.4,·,6,0,-1.8,8,16,31,5,4
CCn1c2ccccc2c2cc(NC(=O)c3cccc([N+](=O)[O-])c3C)ccc21,-0.9,·,1,0,-0.1,7,5,3,1,-3
COc1ccccc1N1CCN(C(=O)CN(C)S(=O)(=O)c2ccc3c(c2)c(=O)n(C)c(=O)n3C)CC1,-0.2,·,0,-12,-1.4,3,-3,18,0,-1
COCCNc1cc(N)c([N+](=O)[O-])cc1[N+](=O)[O-],-1.0,·,5,2,-0.6,-12,16,2,-4,11
Cc1ccc(C)c(NC(=S)N(C)CCO)c1,0.7,·,9,2,-3.9,0,-4,29,1,11
CCOc1ccc(-c2nnn(CC(=O)NCc3ccc(C)cc3)n2)cc1,1.0,·,-28,2,-0.2,-4,11,29,1,-5
O=C(Cn1cc2c(n1)CCCCC2)NCc1ccccn1,-1.0,-2.2,-9,-7,-1.8,2,-1,42,-2,1
CC(OC(=O)COc1cccc2c1OC(C)(C)C2)C(=O)Nc1ccc(S(N)(=O)=O)cc1 (stereo not drawn),-2.7,-0.7,-1,-10,-1.9,-3,-7,·,1,19
NC(=O)CC[C@@H]1NC(=O)[C@@H]2CCCN2C(=O)c2cc([N+](=O)[O-])cc(I)c2NCCC[C@@H](C(N)=O)NC1=O,1.5,·,-1,·,·,-2,·,0,·,13
COC(=O)CC1C(=O)NCCN1C(=S)Nc1ccccc1 (stereo not drawn),-0.4,-1.1,1,-12,-2.1,4,3,-2,0,-15
CCOC(=O)Nc1c(Cl)[nH]c(=O)n(C)c1=O,·,-0.8,-3,-3,0.1,·,1,·,11,-16
COc1ccc(OCc2ccc(C(=O)O)cc2)cc1,-0.4,-0.6,8,-41,-0.4,-5,3,22,-2,1
O=C(O)CC(=O)NC12CC3CC(CC(C3)C1)C2,0.8&-0.6,0.6,3&1,18&-8,-2.0&-2.7,2&-5,3&4,6&16,0&4,12&-1
Cc1c(Cl)cccc1NC(=O)C1CCN(S(C)(=O)=O)CC1,1.3,·,-6,0,-0.1,3,2,4,-1,-5
COc1ccc(NS(=O)(=O)c2cccc(C(=O)NCC3(N4CCOCC4)CCCCC3)c2)cc1,-0.5,-0.1,-1,-5,-1.5,-2,-1,14,1,22
CC1=CC=CC2=NC(=O)CC(C)(C(=O)N(CC(=O)NC3CCCC3)Cc3ccc(Cl)cc3)N12 (stereo not drawn),-0.5,-2.8,-27,2,-2.2,4,16,35,106*,-64
CCCCNC(=O)C1(C)CCN1C(=O)c1ccc2c(c1)C(C)(C)CCC2(C)C (stereo not drawn),·,0.4,·,-3,-3.4,·,5,·,0,6
Oc1ccccc1CNc1nccs1,2.3,3.7,0,-4,-3.8,-5,-6,18,2,-17
Cc1cc(C)cc(CSc2ccc(S(=O)(=O)N3CCCC3)cn2)c1,-0.8,-1.6,-10,-4,-2.8,-12,1,·,1,6
Cc1ccc(C(=O)c2c(C)oc3c2C(=O)C(=O)c2ccccc2-3)cc1,2.5,·,3,11,-2.6,-13,-3,9,-10,·
O=C1CCN(S(=O)(=O)c2ccccc2)C2CCCCC12 (stereo not drawn),-2.8,·,1,-10,0.2,8,-1,-15,3,-9
O=C(COC(=O)C1CCN(S(=O)(=O)c2cccs2)CC1)NCc1ccc(F)cc1,7.4,-0.2,4,26,0.0,4,10,21,-2,-11
CCN(C(=O)COC(=O)CCOc1cccc(C)c1)c1c(N)n(Cc2ccccc2)c(=O)[nH]c1=O,·,-3.2,-3,-5,-0.9,·,8,·,2,-8
CC1CCCCC12NC(=O)N(CC(=O)Nc1sc3c(c1C(N)=O)CCC3)C2=O (stereo not drawn),0.5,-5.2,9,-8,-0.3,-6,10,14,3,13
COCCn1nnnc1C(c1cc2ccc(C)cc2[nH]c1=O)N(Cc1ccco1)Cc1cccs1 (stereo not drawn),0.8,-1.3,0,3,-1.7,6,10,25,3,11
C=CCNC(=O)CSc1nc2scc(-c3ccco3)c2c(=O)n1CC=C,-0.9,-0.2,-2,2,-3.0,-3,9,9,-4,-1
